Bioassay records (PubChem)
XIAP displacement: XIAP antagonists, biochemical, IAP family, fluorescence polarization (AID 1018); E3 ubiquitin-protein ligase XIAP (Homo sapiens); XIAP BIR domain, fluorescence polarization peptide displacement; higher % means a stronger effect; displacement, % at 20 µM; hits with a dose series show IC50 in µM; 200,000 tested, 0.007% active; in the data active = displacement above about 50%; note: a part of the inactive calls stands beside numbers as strong as those of hits
West Nile antiviral: West Nile virus antiviral activity, cell-based, CPE readout (AID 1621) | West Nile virus-infected cells, CPE inhibition; higher % means a stronger effect | CPE inhibition, % at 10 µM, or IC50 in µM where a hit was titrated | 290,000 tested, 0.02% active; in the data active = a potency from the dose series; inconclusive = CPE inhibition mostly from about 3.7% at the one dose, without a potency; inactive = the rest, 99 in 100 with CPE inhibition below about 2.2%; note: strong numbers were not always called active
Large T inhibition: SV40 large T antigen inhibitors, biochemical (AID 1903); SV40 large T antigen ATPase/helicase inhibition assay; higher % means a stronger effect; inhibition, % at 20 µM, or IC50 in µM where a hit was titrated; 310,000 tested, 0.39% active; in the data active = a potency from the dose series; inconclusive = inhibition mostly from about 32% at the one dose, without a potency; inactive = the rest, 99 in 100 with inhibition below about 32%; note: strong numbers were not always called active
WT yeast gro inh: growth inhibition of WT strain, primary screen, mitochondrial fusion inhibitor project, WT and mutant strains, chemical genetic; mitochondrial fusion phenotypic screen; inhibition, % at 10 µM; 190,000 tested, 2.1% active; AID 1362, 2008; in the data active = inhibition above about 58%; tested in S. cerevisiae
Yfh1-off respiration: enhancers of respiration in Yfh1-depleted yeast, dose response, Friedreich's ataxia, plus single-dose screen (AID 1465) | 220,000 tested, 0.074% active | fold induction at 50 µM; hits with a dose series show EC50 in µM | S. cerevisiae Yfh1-off respiration, WST-1 reduction, 72 h; higher fold induction means a stronger effect;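 active = fold induction of absorbance versus untreated yeast above a set limit, then at least 30% activation at any dose in follow-up; inconclusive = repeats straddling the limit, or above it without dose testing; inactive = fold induction below the set limit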;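 note: activators that raise dye reduction in frataxin-depleted yeast; strong numbers were not always called active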
K1F lysis inhibition: inhibition of K1F phage lysis, E. coli UTI89, bacterial capsule biogenesis inhibitors, alamar blue (AID 488966); E. coli UTI89 K1F phage lysis, alamar blue, 2 h; higher % means a stronger effect; inhibition, % at 100 µM, or IC50 in µM where a hit was titrated; 340,000 tested, 0.02% active;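 active = phage lysis inhibition, versus mean bacterial control, above a set limit; inconclusive = no clear call, values can overlap the other calls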;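 note: capsule biogenesis inhibitors block K1F phage lysis so surviving cells raise fluorescence; higher fluorescence means more inhibition of phage lysis; actives were called in the ten point dose series up to 300 µM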
Dengue-2 NS5 capping: Dengue-2 NS5 methyltransferase inhibitors, primary screen, biochemical, confirmation dose response (AID 588689) | Dengue-2 NS5 methyltransferase capping enzyme assay, biochemical; higher % means a stronger effect | one-dose inhibition, % at 25 µM; IC50 in µM for titrated hits | 340,000 tested, 0.3% active; in the data active = a potency from the dose series; inconclusive = inhibition above about 29% without an active follow-up result
RSV antiviral HEp-2: RSV antiviral activity via CPE protection, HEp-2 cells, primary 10 µM value included (AID 2391) | HEp-2 cells, RSV-induced CPE inhibition; higher % means a stronger effect | one-dose CPE inhibition, % at 10 µM; IC50 in µM for titrated hits | 310,000 tested, 0.13% active; in the data active = a potency from the dose series; inconclusive = CPE inhibition mostly from about 23% at the one dose, without a potency; inactive = the rest, 99 in 100 with CPE inhibition below about 21%; note: strong numbers were not always called active
CSM14.1 death rescue: rescue of cells from ER stress-induced death, primary screen, 384-well, CSM14.1, thapsigargin, ATP luminescence (AID 1222); CSM14.1 thapsigargin-induced death rescue, ATP luminescence; higher % means a stronger effect; cellular ATP content (survival), % at 20 µM; hits with a dose series show EC50 in µM; 190,000 tested, under 10 active;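 active = EC50 below 50 µM in the dose-response confirmation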;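 note: death triggered by thapsigargin at about 15 µM added after 2 h compound pretreatment; cell ATP read after overnight thapsigargin exposure of roughly 18 to 22 hours; normalized against plate controls of thapsigargin alone and 5% DMSO vehicle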
WT yeast gro inh mutant strain: also measured in WT yeast gro inh; calls as there; inhibition, %; mitochondrial fusion phenotypic screen, mutant strain inhibition
Dengue-2 NS5 capping pilot replicate: recorded beside Dengue-2 NS5 capping, whose call it bears; inhibition, %; measured here: pilot screen replicate inhibition
Numbers without * were called inactive; i = inactive; ? = inconclusive; nt = no result given; [ ] = dose if it differs, or a comment. Not a hit list. About 2.2% of those tested had a hit in this group.

SMILES	XIAP displacement	West Nile antiviral	Large T inhibition	WT yeast gro inh	WT yeast gro inh mutant strain	Yfh1-off respiration	K1F lysis inhibition	Dengue-2 NS5 capping	RSV antiviral HEp-2	CSM14.1 death rescue	others
COc1ccccc1/C=N/N1CCN(Cc2ccccc2Cl)CC1	nt	-1.0%	1.0%	nt	nt	nt	-0.1%	-8.1%	0.9%	nt
Cc1nn(C(C)(C)C)c(OC(=O)c2ccco2)c1Sc1ccccc1	-0.7%	-0.3%	-3.5%	-22.1	-15.6	i	0.2%	2.6%	2.2%	0.1%
CCc1nn(CC(=O)NCCC2=CCCCC2)c(=O)c2cc3cc(F)ccc3n12	nt	-0.3%	5.7%	nt	nt	nt	0.1%	0.0%	1.2%	nt
O=C(NC(Cc1ccccc1)C(=O)O)/C(=C/c1ccc(Cl)cc1)NC(=O)c1ccccc1 (stereo not drawn)	-15.5%	0.0%	9.8%	-5.7	3.6	i	0.1%	0.9%	0.1%	1.9%
CCc1ccc(N(C(=O)CNC(=O)c2ccco2)C(C(=O)NC2CCCC2)c2ccncc2)cc1 (stereo not drawn)	nt	-0.7%	22.1%	nt	nt	nt	0.3%	-7.3%	0.3%	nt
Cc1ccc(-n2c(SCC(=O)OC(C)C)nnc2-c2cnccn2)cc1	0.6%	-0.7%	9.6%	-6.1	6.9	i	0.3%	2.5%	0.5%	-0.9%
Cc1ccc(N(C)C(=O)C2CCCN2S(=O)(=O)c2cccc3nsnc23)cc1 (stereo not drawn)	nt	0.2%	16.0%	nt	nt	i	-0.1%	-6.1%	8.2%	nt
CCCCC1(C(=O)OC)NC(c2ccc(O)cc2)C2C(=O)N(c3ccccc3)C(=O)C21 (stereo not drawn)	nt	-0.3%	8.3%	nt	nt	nt	0.7%	-2.3%	1.5%	nt
Nc1cc(OC(=O)c2ccco2)nn1S(=O)(=O)c1ccc(F)cc1	-2.8%	0.6%	18.9%	11.9	7.0	i	0.0%	-7.4%	0.9%	-2.1%
O=C(N/C(=C\c1cn(-c2ccccc2)nc1-c1ccccc1)C(=O)N1CCOCC1)c1ccccc1	-10.0%	-0.4%	4.3%	2.4	7.5	i	nt	nt	1.4%	-1.5%
CCOc1ccc(N2C(=O)CC(SC(=NC)Nc3ccc4c(c3)OCO4)C2=O)cc1 (stereo not drawn)	-4.1%	-0.1%	3.4%	-3.4	-1.4	i	1.1%	2.0%	1.0%	1.8%
CCCCNS(=O)(=O)c1ccc(S(=O)(=O)NCc2ccncc2)cc1	-2.2%	-0.9%	5.5%	-10.8	3.4	i	-0.5%	-2.8%	0.2%	-1.8%
O=C1CC(C(=O)O)S/C(=N\NC(=O)c2ccccc2)N1 (stereo not drawn)	-8.9%	-0.7%	18.8%	-14.1	-2.0	i	-0.3%	-2.4%	2.1%	-1.3%
COc1cc(CN2CCC(C(=O)NCCC(C)C)CC2)ccc1OCc1ccccc1	nt	-1.6%	10.3%	nt	nt	nt	-0.5%	12.4%	-2.2%	nt
CNC(=O)C12N=CNN=C1N(C)C(=O)N2C (stereo not drawn)	-16.7%	0.6%	20.2%	-7.5	-3.4	i	0.2%	nt	0.0%	0.2%
CC(=O)N(Cc1ccccc1)c1ccc(C(=O)O)cc1	-4.8%	0.8%	6.2%	-18.2	-3.8	i	0.8%	-1.6%	0.6%	-0.8%
O=C(CCS(=O)(=O)c1ccc(Cl)cc1)Nc1nc(-c2cccnc2)cs1	nt	1.7%	5.2%	nt	nt	nt	0.4%	0.9%	1.6%	nt
Cc1cc(NC(=O)COC(=O)COc2ccc3c(c2)CCC3)no1	0.7%	-0.1%	9.4%	12.5	11.2	i	0.5%	-5.6%	0.2%	nt
Cc1ccccc1-n1ncc2c(SCC(=O)N3c4ccccc4CC3C)ncnc21 (stereo not drawn)	-4.1%	-0.6%	14.8%	17.5	20.9	i	4.6%	4.1%	18.5%	0.0%
CCOc1ccc(N(CC(=O)NC(C(C)C)C(C)C)S(=O)(=O)c2ccc(OC)c(OC)c2)cc1	-0.9%	-0.3%	3.6%	1.8	16.6	i	0.6%	3.1%	1.0%	0.2%
O=C(Cc1ccccc1)Nc1cc(C(=O)c2ccccc2)ccc1N1CCOCC1	-4.0%	0.4%	7.9%	4.6	8.4	i	-0.2%	0.0%	1.4%	1.4%	Dengue-2 NS5 capping pilot replicate=-1.8
NC(=O)CS(=O)(=O)c1nc2ccccc2n1Cc1ccccc1F	-9.3%	-0.3%	16.3%	4.2	10.8	i	0.1%	-2.4%	-0.1%	-0.5%
NNC(=O)c1cc(Cl)ccc1Cl	-1.7%	-0.6%	-13.6%	17.8	-5.8	i	3.0%	2.2%	2.2%	-2.0%
Cc1cccc(N2CCN(C(=O)C3CCN(c4nnc(-n5cccc5)s4)CC3)CC2C)c1 (stereo not drawn)	-9.4%	0.3%	27.3%	16.0	1.2	i	8.5%	4.4%	-0.2%	nt
CCOC(=O)C1CCN(c2c(NC3CCCc4ccccc43)c(=O)c2=O)CC1 (stereo not drawn)	-5.3%	0.6%	2.9%	-0.5	-3.4	i	-0.3%	-0.7%	1.4%	nt
O=C(Oc1c(CN2CCOCC2)cc(Cl)c2cccnc12)c1ccccc1	-2.2%	?	-5.4%	-4.6	12.8	i	-0.6%	0.0%	-1.5%	-0.7%
Cc1c(NC(=O)c2cc(-c3cccs3)nc3ccccc23)c(=O)n(-c2ccccc2)n1C	-4.2%	-0.9%	6.8%	-7.2	-3.5	i	0.1%	4.5%	2.3%	0.2%
CC(=O)c1ccc(N2CCN(C(=O)Cc3ccccc3)CC2)c(F)c1	nt	-1.5%	0.6%	nt	nt	nt	0.4%	-2.6%	0.0%	nt
O=C(Nc1nnc(SCc2ccc(F)cc2)s1)c1ccccn1	-2.4%	1.5%	15.1%	66.5	69.2	i	8.7%	nt	nt	-0.1%
O=C(CSc1nnc(-c2ccc(F)cc2)o1)N1CCN(C(=O)c2ccco2)CC1	-4.5%	-0.5%	7.7%	8.9	12.2	i	0.3%	2.8%	1.8%	0.4%
CN(C)C(=O)c1ccc(NC(=O)COc2ccc([N+](=O)[O-])cc2)cc1	-3.2%	1.6%	28.4%	3.4	-3.5	i	-0.1%	5.5%	2.2%	-0.3%
O=c1cc(CSc2nnc(COc3cccc4ccccc34)o2)c2ccccc2[nH]1	nt	0.5%	2.9%	nt	nt	i	0.4%	-5.4%	-0.1%	nt
CCOC(=O)N1CCN(C(=O)CCn2nc(-c3ccc(Cl)cc3)ccc2=O)CC1	-1.8%	0.5%	4.3%	9.4	5.0	i	-0.4%	-6.2%	0.1%	-0.2%
COc1cc(C2C(C#N)=C(N)Oc3cc(C)oc(=O)c32)cc2c1OCO2 (stereo not drawn)	-5.6%	-0.5%	3.5%	37.4	10.1	i	0.7%	-5.7%	0.7%	2.0%
O=C(c1ccccc1F)N1CCN(c2cnn(-c3cccc(Cl)c3)c(=O)c2Cl)CC1	-11.9%	-1.0%	7.6%	-2.9	2.4	i	0.8%	1.7%	21.0%	-1.0%
CCOC(=O)N1CCN(C(=O)c2ccc(Oc3ccc([N+](=O)[O-])cc3)cc2)CC1	-11.3%	-1.6%	-8.8%	3.0	-16.4	i	0.0%	-0.7%	13.5%	0.7%
O=C(c1cccc(NS(=O)(=O)c2ccc(Br)cc2)c1)N1CCCCC1	nt	nt	5.8%	nt	nt	nt	1.0%[50 µM]	2.9%	2.2%	nt
Cc1cc(Nc2ccc(C)c(F)c2)n2ncnc2n1	0.2%	0.4%	4.0%	45.4	18.9	i	-1.4%	0.0%	?	-0.7%
Cc1ccc(-c2ccc(CCC(=O)O)n2Cc2ccco2)cc1	-15.8%	0.5%	19.7%	-5.9	0.5	i	0.2%	-1.6%	3.2%	-0.6%
O=C1N/C(=C/c2ccco2)C(=O)N1Cc1ccccc1F	-1.0%	0.3%	11.4%	-12.8	-29.6	i	0.6%[50 µM]	-8.3%	0.8%	1.6%
Cc1c(CN(C)C)c2c(n1C)C(=O)c1ccc(Br)cc1-2	-2.2%	0.8%	5.5%	-2.7	-2.1	i	6.3%	0.0%	-2.4%	-3.5%
Cc1ccc(-n2c(SCC(N)=O)nnc2-c2ccc(S(=O)(=O)N3CCCCC3)cc2)c(C)c1	0.2%	0.2%	11.6%	-1.7	-0.8	i	0.1%	-15.1%	3.3%	-3.8%	Dengue-2 NS5 capping pilot replicate=-6.7
Cc1ccc2nc(N3CCN(C(=O)c4ccco4)CC3)c3nncn3c2c1	nt	0.5%	13.4%	nt	nt	nt	0.2%	0.9%	5.4%	nt
COc1ccc(/C(=C\Nc2ccc(C)c(C)c2)C(C)=O)cc1OC	-4.9%	0.1%	12.3%	5.0	-3.2	i	-0.8%	1.5%	0.7%	0.4%
COc1cccc(C(=O)NC(=S)Nc2ccccc2N2CCCCC2)c1	nt	1.5%	8.2%	nt	nt	nt	1.4%	1.6%	?	nt
CC(=O)c1cccc(NC(=O)CCS(=O)(=O)c2cccc3nsnc23)c1	-0.6%	0.6%	6.6%	-0.3	5.2	i	-0.3%	-1.6%	0.1%	-0.8%
COc1ccc(NC(=O)c2ccc3c(c2)C(=O)N(CC2CCCO2)C3=O)cc1 (stereo not drawn)	nt	-0.9%	-0.2%	nt	nt	nt	0.4%	-1.8%	-0.3%	nt
CC(=O)Nc1cccc(NC(=O)CSc2nnc(Cc3cccn3C)n2CCc2ccccc2)c1	-1.6%	-0.8%	7.7%	-2.5	3.5	i	-0.3%	-17.6%	-1.5%	-0.1%
Cc1ccc(C2NCCS2)cc1 (stereo not drawn)	-5.2%	nt	3.0%	-5.2	-15.2	nt	0.5%	-4.5%	2.2%	0.1%
CCC(=O)NC(c1ccccc1Cl)c1c(O)ccc2ccccc12 (stereo not drawn)	-20.2%	-0.7%	26.0%	-14.6	31.9	i	7.2%	-1.4%	4.8%	-1.0%
(continued)
SMILES	XIAP displacement	West Nile antiviral	Large T inhibition	WT yeast gro inh	WT yeast gro inh mutant strain	Yfh1-off respiration	K1F lysis inhibition	Dengue-2 NS5 capping	RSV antiviral HEp-2	CSM14.1 death rescue	others
CC1(C)CC(=O)C=C(NCCN2CCN(C(=S)NC3CCCCC3)CC2)C1	nt	0.0%	-0.3%	nt	nt	i	-0.8%	-7.0%	0.7%	nt
Cc1csc(NC(=O)CSc2nnc3c4ccccc4nc(C(C)(C)C)n23)n1	-3.1%	?	0.3%	-4.9	-15.6	i	0.2%	-0.7%	-2.4%	-3.3%
CCc1cc(C(=O)N2CCCC(CCC(=O)NCc3cccc(OC)c3)C2)no1 (stereo not drawn)	-4.5%	0.5%	4.1%	-0.6	-3.6	i	0.2%	-1.7%	1.3%	0.0%
CC(=O)NC(=S)Nc1ccc(NC(=S)NC(=O)/C=C/c2ccco2)cc1	nt	-0.1%	15.6%	nt	nt	nt	3.3%	-10.7%	nt	nt
